# Tb MetRS inh: Trypanosoma brucei MetRS inhibition; purified T. brucei MetRS, ATP depletion, Kinase-Glo luminescence; inhibition, % at 11.9 µM; hit rate 0.4% among 360,000;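 active = inhibition above a per-plate cutoff of the control wells' mean inhibition plus 3 SD, cut at about 5.5% in these data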;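 note: 0% = DMSO wells median and 100% = median of wells with control inhibitor compound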
#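 Material: T. brucei methionyl-tRNA synthetase, purified; reagent: substrates ATP, L-methionine and bulk Escherichia coli tRNA; dosing: 11.9 µM single point; timing: 15 min plus 2 h at 25 °C; detection: luminescence of leftover ATP; evaluation: % inhibition; control set: DMSO-only wells as low control; replicates: singlicate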
# DNMT1 inh: DNMT1 (human) enzyme inhibition | inhibition (reported as % activation of signal), % at 10 µM | hit rate 0.83% among 360,000 | P26358 | DNMT1 molecular beacon, Hinp1I cleavage, fluorescence; in the data active = inhibition above about 50%
# CSN deneddyl inh: blocks human CSN-mediated cullin deneddylation; Purified CSN, SCF-Nedd8-OG deneddylation, fluorescence polarization; inhibition, % at 12.5 µM; hit rate 0.38% among 360,000; AID 651999;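 active = pattern-corrected inhibition above about 35%, with an unprinted fluorescence ratio check between 0.5 and 1.5, limit read from the data, passing the limit was not always enough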;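 note: 0% = enzyme with substrate and 100% = substrate without enzyme; some results filed as inactive read as strong as hits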
#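 Assay system: Purified human Csn5 enzyme expressed in HEK293T cells | Amount: Enzyme 0.24 nM | Measured by: Fluorescence polarization readout | Medium: Tris/NaCl/DTT buffer, pH 7.5 | Compound dosing: One concentration, 12.5 µM, 0.25% DMSO | Times: 90 min incubation of compound, enzyme and substrate at room temperature | Control set: no-enzyme wells high, enzyme-with-substrate wells low | Read-out: % inhibition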
# STEP inh: STEP (human) phosphatase inhibition; hit rate 0.25% among 360,000; inhibition, % at 20 µM; recombinant STEP, OMFP fluorogenic substrate, fluorescence; P54829; AID 588621;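 active = inhibition at 20 µM, scaled per plate between control wells, above about 37%, limit read from the data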;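 note: 0% = DMSO with enzyme and substrate and 100% = substrate only without enzyme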
#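 material = STEP tyrosine phosphatase | reagent = fluorogenic phosphatase substrate OMFP at 25 µM final | doses = single compound dose of 20 µM, 1% DMSO final | schedule = 20 min reaction, room temperature, in the dark | measured by = fluorescence, 480/540 nm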
# Scp-1 inhibitor: blocks human Scp-1 phosphatase activity; Q9GZU7; Recombinant Scp1, phosphopeptide, malachite green phosphate absorbance; inhibition, % at 20 µM; hit rate 0.88% among 340,000;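 active = inhibition above about 50% at 20 µM, limit read from the data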;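 note: plate controls were DMSO wells with enzyme for no effect and wells lacking enzyme for full effect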
#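 Incubation: 45 min enzyme reaction at room temperature / System: truncated SCP-1 phosphatase (76-261aa) / Reagent: Phospho 17-mer peptide substrate / Buffer or medium: Acidic Tris acetate buffer with magnesium and detergent / Signal: absorbance at 630 nm / Doses: one concentration, 20 µM, with 1.0% DMSO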
# NadD inh: blocks S. aureus nicotinate mononucleotide adenylyltransferase; purified NadD enzyme, colorimetric absorbance read-out; inhibition, % at 20 µM; hit rate 0.78% among 360,000; in the data active = inhibition above about 26%; note: some compounds past the cut are filed as inactive
# LMPTP block: LMPTP (human) inhibition. P24666. recombinant LMPTP-A, OMFP fluorogenic substrate, fluorescence intensity. inhibition, % at 20 µM. hit rate 0.22% among 360,000. AID 651560;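 active = compounds that cut the enzyme signal by at least half of the control window in the single-dose screen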;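 note: plate controls were DMSO wells with enzyme plus substrate for no effect and substrate without enzyme for full effect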
# Target sequence (P24666 whole entry, looked up): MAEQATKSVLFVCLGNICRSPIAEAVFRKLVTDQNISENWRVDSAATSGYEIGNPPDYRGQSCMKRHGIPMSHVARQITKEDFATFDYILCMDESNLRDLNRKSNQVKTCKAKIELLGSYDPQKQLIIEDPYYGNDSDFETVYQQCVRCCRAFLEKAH
#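 Assay system: LMPTP-A enzyme. Input: 0.625 nM LMPTP-A final. Probe or stimulus: 400 µM OMFP. Compound dosing: single 20 µM dose. Schedule: 50 min dark incubation at room temperature. Detection: fluorescence intensity of OMFP turnover product. Read-out: percent inhibition versus substrate-only and uninhibited controls. Benchmarks: no-enzyme low control, uninhibited high control.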
# Rpn11 block: Rpn11 (human) deubiquitinase inhibition. human 26S proteasome, Ub4-pepOG fluorescence polarization; 20S core pre-blocked with epoxomicin. calls only at 20 µM. O00487. AID 588493. hit rate 0.59% among 360,000;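 active = inhibition at 20 µM, scaled to each plate's controls, above about 33%, limit read from the data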
# PABP1 MLLE inh: inhibitors of microRNA-mediated deadenylation, human PABP1 MLLE binding. GST-MLLE / FITC-PAM2 fluorescence polarization. inhibition, % at 20 µM. hit rate 0.36% among 360,000. AID 588489; in the data active = inhibition above about 35%, passing the limit was not always enough;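 note: plate controls were DMSO wells with GST-MLLE for no effect and wells lacking GST-MLLE protein for full effect; some results filed as inactive read as strong as hits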
# Target sequence (P11940 whole entry, looked up): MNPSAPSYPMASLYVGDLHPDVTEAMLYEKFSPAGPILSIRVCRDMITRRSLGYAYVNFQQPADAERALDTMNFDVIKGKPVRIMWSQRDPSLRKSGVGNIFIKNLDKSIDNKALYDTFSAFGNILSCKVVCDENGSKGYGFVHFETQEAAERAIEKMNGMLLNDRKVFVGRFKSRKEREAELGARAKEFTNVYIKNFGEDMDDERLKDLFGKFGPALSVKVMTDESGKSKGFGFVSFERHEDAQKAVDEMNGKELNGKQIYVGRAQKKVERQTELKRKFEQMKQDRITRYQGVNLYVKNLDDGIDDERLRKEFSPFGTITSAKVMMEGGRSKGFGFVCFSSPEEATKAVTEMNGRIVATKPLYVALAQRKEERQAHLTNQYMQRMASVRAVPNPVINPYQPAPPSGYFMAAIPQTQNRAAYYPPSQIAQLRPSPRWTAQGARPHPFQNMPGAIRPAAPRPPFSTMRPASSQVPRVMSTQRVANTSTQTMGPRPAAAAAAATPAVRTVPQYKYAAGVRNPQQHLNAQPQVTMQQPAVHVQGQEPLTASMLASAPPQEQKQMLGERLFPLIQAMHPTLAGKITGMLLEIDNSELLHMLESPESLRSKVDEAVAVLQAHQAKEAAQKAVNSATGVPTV
# SUMO1-SIM PPI: modulators of human SUMO1-mediated protein-protein interactions; SUMO1 binding to a labelled peptide, TR-FRET, 1 h; inhibition, % at 20 µM; hit rate 0.33% among 360,000; P63165; in the data active = inhibition above about 37%
# Target sequence (P63165 whole entry, looked up): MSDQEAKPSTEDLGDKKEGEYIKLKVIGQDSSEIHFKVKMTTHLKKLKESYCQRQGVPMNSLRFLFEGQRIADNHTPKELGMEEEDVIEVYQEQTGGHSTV
# Numbers without * were called inactive; i = inactive; . = no result given; + = active, no number; & = joins results of further samples. This is a random part of the collection (roughly 3.6% active in at least one column).
cpd | CSN deneddyl inh | SUMO1-SIM PPI | DNMT1 inh | NadD inh | STEP inh | PABP1 MLLE inh | Rpn11 block | LMPTP block | Scp-1 inhibitor | Tb MetRS inh | SMILES
1 | -6 | 1 | -1 | 2 | 1 | -5 | i | 1.0 | -6 | 0.3 | CCOc1ccc(N(CC(=O)N2CCCCC2)S(=O)(=O)c2ccc(Cl)cc2)cc1
2 | -9&-4 | -10&-7 | 4&5 | -7&-3 | -2&-3 | -16&-22 | i | -0.2&-0.3 | -2&8 | -0.8&-0.7 | O=C(O)CC1S/C(=N/N=C/C=C/c2ccccc2)NC1=O (centres undefined)
3 | -2 | 0 | 3 | -3 | -1 | 2 | i | -1.6 | 20 | -1.3 | CCOc1ccc(/C(C)=N/NC(=O)C(OC)c2ccccc2)cc1 (centres undefined)
4 | 0 | 7 | 0 | 2 | -2 | 14 | i | 0.2 | 4 | 0.3 | O=C(C1CCC(CNc2c(N3CCCCC3)c(=O)c2=O)CC1)N1CCN(c2ccccn2)CC1 (centres undefined)
5 | -9 | 2 | 4 | 1 | 0 | -6 | i | -2.0 | . | -0.4 | C[C@H](O)[C@@H]1C(=O)N2CCc3ccc(N4CCN(C)CC4)cc3[C@@H]2C[C@@H]1N(C)C(=O)c1ccco1
6 | 6 | -9 | 0 | -6 | 0 | 6 | i | 1.2 | -5 | -0.4 | COc1ccc(NC2CCCN(C(=O)c3ccccc3C(F)(F)F)C2)cc1 (centres undefined)
7 | -2 | -3 | 2 | 2 | -2 | 8 | i | -2.6 | 8 | -0.2 | CCCN1CCN(C(=O)c2ccc(F)c(S(=O)(=O)N3CCOCC3)c2)CC1
8 | -2 | -19 | . | 1 | . | . | . | -2.7 | . | 0.1 | O=[N+]([O-])c1ccc2[nH]ccc2c1
9 | 99* | 24 | 3 | 6 | 52* | -19 | + | 21 | . | 0.3 | COc1cc(Cl)cc(/C=N\NC(=O)c2ccc3c(c2)OCO3)c1O
10 | 0 | 3 | -2 | -3 | 1 | -7 | i | -0.5 | -7 | -0.7 | O=C1CC(N2CCN(Cc3ccc4c(c3)OCO4)CC2)C(=O)N1c1cccc2ccccc12 (centres undefined)
11 | -2 | 0 | -1 | -2 | -4 | -4 | i | -0.5 | -3 | -0.7 | CC(=O)NCCc1nc2ccccc2n1Cc1ccc(C)cc1
12 | 3 | -1 | 0 | -2 | -2 | 18 | i | -1.1 | -4 | -0.9 | CC(=O)Nc1cc[n+](C(C)C(=O)c2ccc(Br)cc2)cc1 (centres undefined)
13 | 1 | -3 | 2 | -1 | 2 | -4 | i | -1.9 | -3 | -0.1 | COc1ccccc1CNC(=O)c1ccccc1N
14 | 4 | -2 | -1 | -4 | 0 | 14 | i | 0.1 | 3 | 0.2 | Cc1ccc(NC(=O)C2CSC3(C)CCC(=O)N23)cc1S(=O)(=O)N1CCCCCC1 (centres undefined)
15 | -2 | -1 | 4 | -4 | 0 | 0 | i | -2.5 | 0 | -0.8 | Cc1cccc(C)c1NC(=O)CS(=O)CC(=O)Nc1ccc(F)cc1F (centres undefined)
16 | -3 | 3 | 3 | 0 | -1 | 6 | i | -0.4 | -8 | -0.6 | O=C(Cc1c[nH]c2ccccc12)NCc1ccncc1
17 | 3 | -6 | -1 | 1 | -1 | -2 | i | -1.5 | -2 | -0.2 | COC(=O)c1ccc(-c2nc(CN3CCC(C(=O)N4CCOCC4)CC3)c(C)o2)cc1
18 | -5 | 3 | -2 | 2 | 1 | 17 | i | 0.4 | -7 | -1.6 | COc1ccc(OC)c(CCNC(=O)CC2Oc3ccc(C)cc3NC2=O)c1 (centres undefined)
19 | -2 | 0 | 0 | -7 | -2 | 9 | i | -0.1 | -4 | -0.8 | CCOc1ccccc1N(CC(=O)OC)S(=O)(=O)c1ccccc1
20 | -2 | -27 | 3 | -7 | 13 | 12 | i | 5.5 | -2 | -0.4 | COc1ccc(CNS(=O)(=O)c2ccc(-c3ccc(=O)[nH]n3)s2)cc1OC
21 | 0 | -3 | 4 | 3 | -2 | 7 | i | 2.1 | 2 | -0.5 | O=C(NC1CCCCC1)c1cc2nc3c(c(C(F)(F)F)n2n1)CCCC3
22 | 5 | -2 | 1 | -1 | -5 | 16 | i | -3.7 | 2 | -0.4 | CC(=O)c1ccc(NC(=O)CSc2nc3[nH]c(=O)cc(O)c3s2)cc1
23 | 6 | -2 | -1 | 8 | -1 | -16 | i | -2.2 | -21 | -0.4 | COc1ccccc1NC(=O)c1ccc(Cl)c(S(=O)(=O)N2CCOCC2)c1
24 | -4 | 0 | -4 | 1 | 4 | 34 | i | 1.7 | -5 | -0.2 | CCCOc1ccc(C(=O)NC(=S)Nc2nc(C)c(C(=O)N(C)C)s2)cc1
25 | -2 | 7 | -2 | 4 | 0 | 12 | i | 0.5 | -6 | -0.3 | Cc1cnc(=O)[nH]c1SCc1ccc(C(F)(F)F)cc1
26 | 2 | -33 | -3 | -5 | 0 | -96 | i | -3.9 | -1 | -1.1 | CC(/C=C1\NC(=S)NC1=O)=C\c1ccccc1
27 | 0 | -3 | -6 | -3 | -3 | -13 | i | -0.4 | -12 | -0.4 | CCCC1C2C(=O)N(c3ccccc3OCC)C(=O)C2ON1c1ccccc1 (centres undefined)
28 | -3 | 0 | 2 | -3 | 0 | 12 | i | 0.5 | -11 | 1.2 | O=CN1CCN(c2ncnc3c2nnn3Cc2c(F)cccc2Cl)CC1
29 | -4 | -5 | 1 | 2 | -4 | -4 | i | -1.4 | -12 | -0.5 | Cc1ccc(C)c(NC(=O)CN(C)C(=O)CCN2C(=O)c3ccccc3C2=O)c1
30 | 6 | 0 | 0 | -2 | -2 | -4 | i | 0.6 | -9 | -0.4 | Cc1noc(C)c1COC(=O)Cc1ccc(Br)cc1
31 | -1 | -2 | 0 | -8 | -2 | -3 | i | -0.9 | -3 | -0.2 | CC(=O)Nc1cc(C(=O)NCCN2CCN(Cc3ccccc3)CC2)ccc1Sc1ccc(C)cc1
32 | -8 | -13 | 7 | 2 | 0 | -1 | i | -1.1 | -6 | -0.2 | O=C(/C=C/c1ccc([N+](=O)[O-])cc1)NCCN1C(=O)S/C(=C\c2ccc(F)cc2)C1=O
33 | 2 | 0 | 0 | -2 | -1 | -7 | i | -1.6 | 1 | -0.1 | COc1ccc(NC(=O)Cn2c(C)cc(=O)c3cccc(OC)c32)cc1
34 | 1 | -3 | -4 | -14 | 0 | -4 | i | -1.0 | 5 | 0.4 | O=C1CC(N2CCN(c3nc4ccccc4s3)CC2)C(=O)N1c1cccc(F)c1 (centres undefined)
35 | 2 | 3 | 7 | -8 | 0 | 11 | i | -0.3 | 2 | -0.6 | O=S(=O)(NCc1ccccn1)c1cc(C(F)(F)F)ccc1Cl
36 | 2 | 3 | 3 | -2 | -2 | -2 | i | 0.0 | 10 | -0.8 | COc1cc(NC(=O)CSc2nnc(NC(C)C)s2)cc(OC)c1OC
37 | -3 | -8 | 0 | 2 | -2 | -3 | i | -1.4 | -7 | -1.3 | COc1ccc(-c2cc(C(F)(F)F)nc(-n3cncn3)n2)cc1
38 | -1 | 4 | 0 | -2 | 3 | -9 | i | 1.9 | -12 | -0.7 | Cc1ccc2c(c1)nnn2C1CCN(CC(=O)Nc2ccc(F)cc2)CC1
39 | -1 | 1 | -3 | -5 | -4 | -15 | i | -1.7 | 0 | 2.5 | CCOC(=O)C1(Cc2ccccc2)C(=O)N(CCCN(C)C)c2ccccc21 (centres undefined)
40 | 0 | 4 | -2 | -2 | -1 | -8 | i | -1.7 | -4 | -1.3 | Cc1cn(Cc2ccccc2Cn2cc(C)c(=O)[nH]c2=O)c(=O)[nH]c1=O
41 | -4 | 0 | -1 | 4 | -5 | -2 | i | -1.0 | -2 | -0.4 | O=C(NCc1ccccn1)c1n[nH]c2ccccc12
42 | 1 | -1 | 2 | 4 | 1 | 18 | i | -1.0 | . | -1.2 | C[C@@H]1CN([C@H](C)CO)S(=O)(=O)c2ccc(Br)cc2O[C@H]1CN(C)C(=O)C1CCCCC1
43 | 7 | 0 | -3 | -9 | 2 | -40 | i | 3.9 | -16 | -0.9 | COc1ccc(C(=O)Cn2nnc(-c3ccccc3NC(=O)C3CCCCC3)n2)cc1
44 | 1 | -2 | 0 | 0 | -1 | -9 | i | 1.8 | -5 | -1.6 | Cc1ccc(C)c(N(CC(=O)NC2CCCC2)C(=O)c2oc(C(C)(C)C)cc2C)c1
45 | 2 | 3 | 5 | -4 | 0 | 14 | i | -0.8 | -10 | -0.4 | CCN(CC(=O)Nc1ccccc1C(F)(F)F)C(=O)Cc1cccs1

# Three compounds from above, reduced to NadD inh and Scp-1 inhibitor.
cpd	mol	NadD inh	Scp-1 inhibitor
26	CC(/C=C1\NC(=S)NC1=O)=C\c1ccccc1	-5	-1
27	CCCC1C2C(=O)N(c3ccccc3OCC)C(=O)C2ON1c1ccccc1 (centres undefined)	-3	-12
28	O=CN1CCN(c2ncnc3c2nnn3Cc2c(F)cccc2Cl)CC1	-3	-11

# Single records, as listed above:
# Profile of Cc1ccc(C)c(N(CC(=O)NC2CCCC2)C(=O)c2oc(C(C)(C)C)cc2C)c1 : CSN deneddyl inh: 1; SUMO1-SIM PPI: -2; DNMT1 inh: 0; NadD inh: 0; STEP inh: -1; PABP1 MLLE inh: -9; Rpn11 block: i; LMPTP block: 1.8; Scp-1 inhibitor: -5; Tb MetRS inh: -1.6
# Profile of COc1cc(NC(=O)CSc2nnc(NC(C)C)s2)cc(OC)c1OC : CSN deneddyl inh: 2; SUMO1-SIM PPI: 3; DNMT1 inh: 3; NadD inh: -2; STEP inh: -2; PABP1 MLLE inh: -2; Rpn11 block: i; LMPTP block: 0.0; Scp-1 inhibitor: 10; Tb MetRS inh: -0.8

# High-throughput results (PubChem)
